MsrA act: activators of bovine methionine sulfoxide reductase A | activation, % at 10.6 µM | purified bovine MsrA, absorbance read-out | AID 602163 | 0.3% of 360,000 active; in the data active = activation above about 7.5%;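 note: 0% = vehicle and 100% = reference activator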
FAS-TE inh: blocks the thioesterase domain of human fatty acid synthase | recombinant FAS-TE, OMFH fluorogenic substrate, fluorescence endpoint | inhibition, % at 15 µM | 0.67% of 360,000 active;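 active = compounds whose normalised, plate-corrected inhibition of enzyme fluorescence in the single-dose primary screen is 50% or more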;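 note: 0% = DMSO with enzyme and 100% = substrate without enzyme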
Neddyl block: cullin neddylation inhibition. P61081+Q13564. 0.58% of 360,000 active. calls only at 25 µM. TR-FRET cullin neddylation, biochemical. AID 651699; in the data active = inhibition above about 36%
PABP1 MLLE inh: inhibitors of microRNA-mediated deadenylation, human PABP1 MLLE binding; P11940; GST-MLLE / FITC-PAM2 fluorescence polarization; inhibition, % at 20 µM; 0.36% of 360,000 active; in the data active = inhibition above about 35%, passing the limit was not always enough;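 note: plate controls were DMSO wells with GST-MLLE for no effect and wells lacking GST-MLLE protein for full effect; some results filed as inactive read as strong as hits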
Target sequence (P11940 whole entry, looked up): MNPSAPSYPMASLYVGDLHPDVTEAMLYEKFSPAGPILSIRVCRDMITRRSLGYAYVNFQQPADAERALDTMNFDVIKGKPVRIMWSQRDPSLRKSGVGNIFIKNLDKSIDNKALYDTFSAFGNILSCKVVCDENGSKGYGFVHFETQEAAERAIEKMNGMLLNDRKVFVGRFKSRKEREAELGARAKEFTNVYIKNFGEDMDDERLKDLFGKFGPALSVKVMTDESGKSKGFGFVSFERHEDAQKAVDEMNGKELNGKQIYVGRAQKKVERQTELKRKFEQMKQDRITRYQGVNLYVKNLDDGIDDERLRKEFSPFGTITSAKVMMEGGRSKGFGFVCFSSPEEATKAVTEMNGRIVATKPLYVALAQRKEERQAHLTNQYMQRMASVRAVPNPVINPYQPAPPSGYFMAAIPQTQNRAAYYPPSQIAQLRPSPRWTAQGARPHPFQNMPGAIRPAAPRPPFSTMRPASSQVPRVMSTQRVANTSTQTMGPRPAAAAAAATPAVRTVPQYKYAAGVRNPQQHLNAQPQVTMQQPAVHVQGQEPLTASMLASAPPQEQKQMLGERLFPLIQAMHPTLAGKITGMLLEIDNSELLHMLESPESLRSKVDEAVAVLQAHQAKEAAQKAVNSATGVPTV
E coli Lon inh: inhibits E. coli Lon protease | purified E. coli Lon protease, fluorescence polarization | 0.42% of 360,000 active | P0A9M0 | inhibition, % at 7.94 µM; in the data active = inhibition above about 13%, passing the limit was not always enough;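 note: 0% = enzyme with probe and DMSO and 100% = no enzyme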
CSN deneddyl inh: blocks human CSN-mediated cullin deneddylation; Q92905; 0.38% of 360,000 active; Purified CSN, SCF-Nedd8-OG deneddylation, fluorescence polarization; AID 651999; inhibition, % at 12.5 µM;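 active = pattern-corrected inhibition above about 35%, with an unprinted fluorescence ratio check between 0.5 and 1.5, limit read from the data, passing the limit was not always enough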;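 note: 0% = enzyme with substrate and 100% = substrate without enzyme; some results filed as inactive read as strong as hits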
Target sequence (Q92905 whole entry, looked up, one chain of several): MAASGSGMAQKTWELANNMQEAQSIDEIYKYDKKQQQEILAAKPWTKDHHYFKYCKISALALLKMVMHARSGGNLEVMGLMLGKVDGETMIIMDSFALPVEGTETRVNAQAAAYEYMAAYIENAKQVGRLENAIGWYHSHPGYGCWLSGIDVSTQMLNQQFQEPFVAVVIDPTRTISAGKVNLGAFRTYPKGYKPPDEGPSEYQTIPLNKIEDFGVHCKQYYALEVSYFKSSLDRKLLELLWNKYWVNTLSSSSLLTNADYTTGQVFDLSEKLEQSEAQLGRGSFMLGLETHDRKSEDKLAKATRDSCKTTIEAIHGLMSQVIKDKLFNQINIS
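Assay system: purified human Csn5 enzyme expressed in HEK293T cells; measure: % inhibition; also added: SCFSkp2-Nedd8OG substrate at 10 nM final; technique: fluorescence polarization; times: reaction 90 min, room temperature; medium: Tris buffer pH 7.5, NaCl, DTT, Tween-20, trehalose, ovalbumin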
TbMetRS inhib: blocks T. brucei methionyl-tRNA synthetase activity | purified T. brucei MetRS, ATP depletion, Kinase-Glo luminescence | inhibition, % at 11.9 µM | 0.4% of 360,000 active;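 active = inhibition above a per-plate cutoff of the control wells' mean inhibition plus 3 SD, cut at about 5.5% in these data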;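 note: 0% = DMSO wells median and 100% = median of wells with control inhibitor compound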
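Dosing: 11.9 µM single point; system: parasite MetRS enzyme; technique: luminescence of leftover ATP; times: 15 min enzyme-compound preincubation, 2 h reaction, 10 min detection, 25 °C; replicates: each compound tested once; read-out basis: percent inhibition relative to median high and low control wells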
MsrA inhibitor: inhibitors of bovine MsrA; purified bovine MsrA, absorbance read-out; inhibition, % at 15.5 µM; AID 651718; 0.75% of 360,000 active; in the data active = inhibition above about 4.5%;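 note: 0% = vehicle wells with enzyme and 100% = reference inhibitor wells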
Rin1 Abl inh: blocks binding of human Rin1 to Abl. AID 588664. 0.4% of 360,000 active. inhibition, % at 7.35 µM. TR-FRET Rin1/Abl binding, biochemical; in the data active = inhibition above about 5%, passing the limit was not always enough
The depositor's hits bear a star; i = inactive; . = not tested or not shown; + = active, no number.

Compound,MsrA act,FAS-TE inh,Neddyl block,PABP1 MLLE inh,E coli Lon inh,CSN deneddyl inh,TbMetRS inhib,MsrA inhibitor,Rin1 Abl inh
CCN(CC(=O)Nc1ccc2c(c1)OCCO2)C(=O)/C=C/c1cccc(C(F)(F)F)c1,1,12,i,-11,-2,1,-0.2,0.3,2
CCOC(=O)c1c(C)[nH]sc1=S,5,-6,i,17,1,4,-0.3,4.9*,-28
O=Cc1c(OCc2ccccc2)ccc2ccccc12,-1,22,i,7,-3,-3,0.8,-1.3,-3
Cc1ccccc1-n1c(SCC(=O)N2CCOCC2)nc(O)c(Cc2ccccc2)c1=O,-8,-4,i,17,1,0,-0.7,-0.3,2
C=CCOC(=O)C1C(=O)CC(C)(O)C(C(=O)OCC=C)C1c1ccc(OC)cc1 (stereo not drawn),-4,-8,i,0,-2,6,-0.4,-0.4,1
CC(=O)NC(c1cccc(F)c1)c1nc(-c2cccc(C(C)C)c2)cs1 (stereo not drawn),1,17,i,-3,9,-2,-0.2,0.2,2
CC(NC(=O)C1CC1)C(c1cccs1)N1CCN(c2ccccc2)CC1 (stereo not drawn),-1,-4,i,-4,5,-1,0.5,1.3,-1
COc1cc(/C=C(\C#N)C(=O)Nc2ccccc2)ccc1OCCN1CCOCC1,-2,-6,i,8,-11,4,-0.4,0.9,2
COc1cccc(CNC(=O)CCn2c(=O)oc3ccccc32)c1,-6,-5,i,-7,4,0,-0.8,-0.1,-2
O=C(Nc1cccc(NC(=O)c2ccco2)c1)c1cccc(Br)c1,-3,7,i,3,0,-1,-0.4,-0.1,4
C=CC(COCc1ccccc1)N(C(=O)OC(C)(C)C)S(=O)(=O)c1ccccc1Br (stereo not drawn),0,21,i,13,3,7,-0.1,1.1,3
CCOC(=O)[C@@H]1[C@H]2COc3cc(OC)ccc3[C@H]2N2C(=O)N(c3cccc(Cl)c3)C(=O)[C@]12C,-1,21,i,-5,10,2,-0.3,.,-2
CCCCNC(=O)CSc1nc2ccccc2n1S(=O)(=O)c1ccc(Br)cc1,-5,0,i,-1,-9,-5,1.2,0.1,2
Cc1cccc(N2CC(C)Cn3c2nc2c3c(=O)n(CC(=O)OCc3ccccc3)c(=O)n2C)c1 (stereo not drawn),0,10,i,-6,-5,7,0.0,-1.3,-5
COCCN(CCOC)c1ncnc2c1cnn2-c1ccccc1,-3,-6,i,-5,-4,3,-0.4,-0.2,-2
C[C@H]1CN([C@@H](C)CO)C(=O)CCCn2cc(nn2)CO[C@@H]1CN(C)C(=O)OCc1ccccc1,-9,5,i,-4,7,1,-1.4,1.1,4
COc1cc(C)ccc1OCc1cc(C(=O)NCc2ccncc2)no1,-1,-3,i,1,1,-2,-0.7,-0.4,-1
CC(C(=O)NCCS(=O)(=O)c1ccc(Br)cc1)S(=O)(=O)c1ccc(Cl)cc1 (stereo not drawn),-5,-3,i,-14,8,-3,-1.2,-0.3,-2
CCOC(=O)c1cc(-c2ccco2)nc2c1c(C)nn2-c1cccc(Cl)c1,2,15,i,6,-2,19,0.2,-0.1,5
Cc1ccccc1-c1nc(S(=O)(=O)c2ccc(Cl)cc2)c(NCCN2CCOCC2)o1,-2,24,.,-5,-6,3,-0.4,-0.3,-1
CCN(CC)C(=O)C1=C(C)N(Cc2ccc(OC)cc2)C(=O)C(CC(=O)NCCc2ccccn2)C1 (stereo not drawn),2,-8,i,-1,1,85*,0.3,-1.0,-1
COc1ccc(Cl)cc1NS(=O)(=O)c1cccc(C(=O)NCC2CCCO2)c1 (stereo not drawn),8.3*,-4,i,9,-1,0,0.4,-0.4,-3
Cc1cccc(N=c2oc3cc(O)ccc3cc2C(N)=O)c1,0,-6,+,-69,-11,10,0.5,8.0*,-2
COc1ccc2ccn(C)c2c1,-3,-12,i,-5,-7,0,0.1,1.1,0
O=C1c2cccnc2Oc2ccc(Cl)cc2N1Cc1ccc(F)cc1,-4,30,i,-1,2,-8,-0.2,-1.0,4
CN1CCCN(C(=O)C2CCC(C(=O)N3CCCN(C)CC3)CC2)CC1 (stereo not drawn),-1,-5,i,14,1,-2,-0.3,-0.6,0
CCCCC1Cc2[nH]c(=S)[nH]c(=O)c2C(c2ccc3ccccc3c2)O1 (stereo not drawn),-1,18,i,.,3,-7,-0.5,-1.0,.
COc1ccc(-n2ncc3c2CC(C)(C)CC3NC(=O)c2ccc(OC)o2)cc1 (stereo not drawn),0,0,i,8,-12,-5,-0.5,-0.1,-2
CNc1ncc(C(=O)c2ccc(Cl)c(Cl)c2)s1,-4,7,i,-1,1,2,0.0,2.2,-2
CCC1CCC2(CC1)NC(=O)N(CC(=O)Nc1cccc(S(=O)(=O)N(C)c3ccccc3)c1)C2=O (stereo not drawn),0,19,i,-34,-14,-4,-0.3,-1.0,4
Cc1cc(/C=N/NC(=O)C(O)(c2ccccc2)c2ccccc2)c(C)n1-c1cccc(C(=O)O)c1,-5,-2,i,-29,-17,41*,-0.4,0.7,-2
Cc1nn(-c2ccc(F)cc2)c(C)c1NS(=O)(=O)c1ccc2ccccc2c1,-3,14,i,-3,-12,0,-0.3,-1.9,0
CC(OC(=O)c1ccncc1)C(=O)NC1CCCC1 (stereo not drawn),-3,-5,i,-1,-2,-2,-0.5,0.1,3
CSCCC(NC(=O)C1CCC(C)CC1)C(=O)NCc1ccco1 (stereo not drawn),-12,-5,i,-8,2,0,-1.2,-0.4,-3
O=C(CN1C(=O)C2CCCCC2C1=O)Nc1nc(-c2ccc(F)cc2)cs1 (stereo not drawn),0,6,i,5,0,1,-0.4,-0.6,-1
COc1cc(C(=O)OCC(=O)c2cc(C)n(C)c2C)cc(OC)c1OC,-3,2,i,0,6,-1,-0.4,0.9,2
CCc1nc2ccc(C(=O)N(C)Cc3ccccc3)cn2c1N(C)CCCc1ccccc1,-4,17,i,15,-1,-2,0.2,-1.1,0
CCOC(=O)/C=C1/SCC(=O)N1CC(=O)NC12CC3CC(CC(C3)C1)C2,-1,0,i,-5,-10,3,-0.3,-0.8,-1
NC(=O)C1(N2CCCCC2)CCN(CC(=O)Nc2ccccc2-c2ccccc2)CC1,-1,-2,i,12,2,-2,-0.8,-0.4,2
Clc1ccc(-c2nc(-c3ccncc3)no2)c(Cl)c1,-2,1,i,1,2,0,-0.5,-1.5,-3
CCCOc1ccc(Cn2cnc3ccccc32)cc1,-5,0,i,-2,0,-6,-0.6,-0.2,1
O=C(NCc1ccco1)c1ccc2c(=O)n(-c3ccccc3)c(=O)n(Cc3cccc(F)c3)c2c1,-12,8,i,-7,-1,-4,-0.8,0.3,-3
O=C(c1ccc([N+](=O)[O-])cc1)N(c1ccccn1)c1ccccn1,2,-6,i,13,-1,-6,-0.8,-0.3,2
COc1cc(C(=O)NCc2nnc(SCC(=O)Nc3nccs3)o2)cc(OC)c1OC,-8,0,i,5,-4,-9,-1.0,0.9,-2
OCC[C@@H]1C[C@H](O)[C@@H](O)[C@]2(OCc3ccccc32)O1,-3,-9,i,14,-12,-1,-0.5,0.5,1
Cc1n[nH]c(C)c1CCCCOc1ccccc1[N+](=O)[O-],0,15,i,10,-6,4,0.9,-0.5,-1
C#CCCOC(=O)N1C2=NC(C(=O)OC)=C(C(=O)OC)[C@@H]3N(Cc4ccccc4)c4ccccc4[C@]23C[C@H]1C(=O)OC,-1,13,i,-14,9,-3,-0.4,.,0
CCCC(=O)Nc1cc(-c2nn(C)c(=O)c3ccccc23)ccc1N1CCCCC1,-6,11,i,-8,-3,5,-1.0,-1.1,2
COc1ccc(-c2cc(C(=O)NCc3ccco3)c3ccccc3n2)cc1OC,-3,4,i,-7,4,-1,-0.6,0.8,-4
CC(CCc1ccccc1)OS(N)(=O)=O (stereo not drawn),0,-9,i,-7,4,-2,-0.1,0.2,1

Quoted from the listing:
`O=C(c1ccc([N+](=O)[O-])cc1)N(c1ccccn1)c1ccccn1` @ PABP1 MLLE inh = 13
`OCC[C@@H]1C[C@H](O)[C@@H](O)[C@]2(OCc3ccccc32)O1` @ CSN deneddyl inh = -1
`COc1ccc(-c2cc(C(=O)NCc3ccco3)c3ccccc3n2)cc1OC` @ TbMetRS inhib = -0.6

(continued)
Compound,MsrA act,FAS-TE inh,Neddyl block,PABP1 MLLE inh,E coli Lon inh,CSN deneddyl inh,TbMetRS inhib,MsrA inhibitor,Rin1 Abl inh
Cc1ccccc1Nc1nc(Cl)nc(NC(C)(C)C)n1,0,4,i,5,-2,-3,0.1,1.4,-4
Cn1c(CN2CCCC2)nc2cc(NC(=O)c3cccs3)ccc21,-9,-13,i,-8,-7,-8,-0.5,0.5,1
Cc1ccc(NC(=O)Cn2nc(C(=O)O)c3ccccc3c2=O)cc1S(=O)(=O)N1CCCCCC1,1,8,i,-18,-2,-4,-0.2,-0.9,0
O=C(NCc1ccco1)c1ccc(Cn2c(=O)c3ccccc3n(Cc3cccc(Cl)c3)c2=O)cc1,-4,24,i,-2,-3,9,0.0,-1.1,-2
O=C(Cc1ccc(Br)cc1)Nc1cccc(Cl)c1,-2,34,i,-8,-2,1,1.9,0.5,0
Cc1ccc(Cl)c2c1NC(=O)C2(O)CC(=O)c1ccc(F)cc1 (stereo not drawn),2,-2,i,8,1,-4,-0.5,0.1,2
CC(C)CCNC(=O)CN(C)S(=O)(=O)c1cccc2nsnc12,-3,-6,i,-2,5,1,-0.2,0.0,-1
O=C(Cc1ccccc1)c1ccc(N2CCOCC2)cc1,-2,5,i,-2,-9,0,-0.6,3.5,0
CCc1ccccc1OCC(=O)Nc1nc(-c2cccnc2)cs1,-1,14,i,1,4,2,-0.4,0.2,-5
O=CNc1ccc(S(=O)(=O)NCc2ccccc2)cc1,-3,-4,i,8,-12,-1,-0.8,0.1,3
COc1cc(C(=O)NCCSc2ccc(Cl)cc2)cc(OC)c1OC,0,2,i,0,-3,0,-1.2,0.6,2
Cc1ccc(C)c(NC(=O)CCC(=O)N/N=C/c2ccc[nH]2)c1,-3,-7,i,-10,0,-4,0.4,-0.2,3
Cc1ccc(S(=O)(=O)/N=C(\N)Nc2nc(C)c3cc(C)ccc3n2)cc1,1,11,i,-10,-6,1,0.8,0.1,-3
O=C(NCCCN1CCOCC1)c1ccc2nc(Cc3ccccc3F)oc2c1,0,-7,i,-3,5,0,-0.5,-1.1,-2
Cc1ccc2c(COC(=O)C3CSC4(C)CCC(=O)N34)cc(=O)oc2c1C (stereo not drawn),-4,-3,i,9,-1,2,-0.1,1.0,-1
O=c1c2cc(NC(=S)NC3CCCC3)ccc2nc2n1CCCCC2,-9,4,i,-5,5,-6,-0.9,-0.3,0
CCC(=O)NCCc1nc2cc(NC(=O)c3ccco3)ccc2n1C,-4,-5,i,2,10,-2,-0.5,0.0,-1
COc1ccc(C2c3ccc(O)cc3Oc3ncn(CCN4CCOCC4)c(=N)c32)cc1 (stereo not drawn),-4,-8,i,14,-4,-4,0.6,1.9,2
CCOC(=O)CNC(=O)Cn1cnc2sc(C)c(S(=O)(=O)N3CCOCC3)c2c1=O,-3,-6,i,11,9,-3,-0.3,-0.7,-1

Compound activity: PubChem BioAssay, several laboratories
